# High-throughput results as filed in PubChem BioAssay.
# Kir21 block: blocks the mouse Kir2.1 inward-rectifier potassium channel | B-score at 10 µM | 310,000 tested, 0.85% active | P35561 | HEK293-Kir2.1, FluxOR thallium flux fluorescence; hits give low values | AID 1672;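 active = fluorescence ratio B-score at or below minus 3 SD of library scores, with starting-brightness B-score within 2 SD, cut at about -4.2 in these data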;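 also: channel flux triggered by added potassium and thallium sulfate stimulus; B-score of peak minus minimum fluorescence over baseline after thallium stimulus; more negative B-score means stronger Kir2.1 block with less thallium influx; some compounds called inactive have numbers as strong as hits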
# Target sequence (P35561 whole entry, looked up): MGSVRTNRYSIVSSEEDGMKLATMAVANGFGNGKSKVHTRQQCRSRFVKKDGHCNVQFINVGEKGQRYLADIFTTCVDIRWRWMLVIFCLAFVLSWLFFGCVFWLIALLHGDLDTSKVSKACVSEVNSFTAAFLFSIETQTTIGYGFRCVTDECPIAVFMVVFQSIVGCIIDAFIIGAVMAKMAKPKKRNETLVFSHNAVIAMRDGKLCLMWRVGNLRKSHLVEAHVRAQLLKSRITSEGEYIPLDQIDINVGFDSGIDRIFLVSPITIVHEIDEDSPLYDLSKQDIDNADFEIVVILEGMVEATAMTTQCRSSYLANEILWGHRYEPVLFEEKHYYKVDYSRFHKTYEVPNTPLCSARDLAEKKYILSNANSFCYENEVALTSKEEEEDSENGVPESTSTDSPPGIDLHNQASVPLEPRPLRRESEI
# STK33 kinase inh: human STK33 kinase inhibition; 320,000 tested, 0.073% active; purified STK33, MBP phosphorylation, ADP-Glo luminescence; inhibition, % at 10 µM; Q9BYT3; AID 2661;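 active = inhibition at or above 25%, using the most active replicate where run in duplicate; inactive = inhibition below 25%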
# Target sequence (Q9BYT3 whole entry, looked up): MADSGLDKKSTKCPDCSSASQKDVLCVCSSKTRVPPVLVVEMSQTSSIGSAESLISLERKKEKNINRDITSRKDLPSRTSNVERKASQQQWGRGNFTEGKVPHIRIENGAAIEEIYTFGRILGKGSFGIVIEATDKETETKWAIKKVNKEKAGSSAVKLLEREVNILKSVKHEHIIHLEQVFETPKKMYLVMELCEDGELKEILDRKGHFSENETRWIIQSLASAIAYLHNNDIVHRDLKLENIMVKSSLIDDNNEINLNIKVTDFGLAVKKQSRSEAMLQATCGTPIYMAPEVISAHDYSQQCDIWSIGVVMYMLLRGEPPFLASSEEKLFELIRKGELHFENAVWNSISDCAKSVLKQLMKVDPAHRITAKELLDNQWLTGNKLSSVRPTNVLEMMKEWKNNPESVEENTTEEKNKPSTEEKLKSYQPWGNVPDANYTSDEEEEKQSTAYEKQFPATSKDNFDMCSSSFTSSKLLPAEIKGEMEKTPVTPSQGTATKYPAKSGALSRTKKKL
# The depositor's hits bear a star; nt = no result given.
Structure | STK33 kinase inh | Kir21 block
Cc1ccc(-c2noc(CSc3nnc(CCc4ccccc4)n3-c3ccccc3)n2)cc1 | -0.1 | -2.3
COc1cc(C(c2nnnn2C(C)(C)C)N2CCN(c3nc4ccccc4s3)CC2)ccc1O (stereo not given) | 3.0 | 1.8
COc1ccc(Br)cc1-c1noc(-c2ccncc2)n1 | -1.4 | 0.37
CC(C)(C)c1cc(C(F)(F)F)c(C#N)c(=O)[nH]1 | 0.2 | 0.73
COc1cc(CN2CCN(c3ccccc3F)CC2)cc(OC)c1O | -0.2 | 0.3
Cc1ccccc1Nc1nnc(SCC(=O)NCC2CCCO2)s1 (stereo not given) | 2.4 | nt
CCOc1ccc(Cl)cc1S(=O)(=O)n1nnc2ccccc21 | -1.1 | -0.83
COc1ccc2c3n([n+]([O-])c2c1)CCN=C3c1cc(Cl)c(N)c(Cl)c1 | 0.4 | nt
C=CCn1c(C(CCCC)CC(O)COCC(C)C)n[nH]c1=S (stereo not given) | 1.3 | -0.43
Cc1c2cnn(CC(=O)Nc3c(F)c(F)cc(F)c3F)c(=O)c2c(C)n1Cc1ccccc1F | -2.8 | -0.91
CCc1cc(=O)oc2cc(OCC(=O)NCCN3CCOCC3)c(Cl)cc12 | 0.0 | 0.29
CCOc1ccc(N(CC(=O)NCc2ccc3c(c2)OCO3)C(=O)c2csnn2)cc1 | -0.6 | 1
C/C(=C\C(=O)OCC(=O)NCc1ccccc1)C(=O)OCC(=O)NCc1ccccc1 | 0.7 | 0.59
CCn1cc(C(=O)NCC2CCCO2)c(=O)c2cc(S(=O)(=O)N3CCCCC3)ccc21 (stereo not given) | -7.6 | 1.1
CCC(C)[C@H](NC(=O)[C@@H]1Cc2ccccc2CN1)C(=O)NCc1ccc(OC)cc1 (stereo not given in full) | -0.3 | -1.7
C=CCn1c(SCC(=O)N2CCCC2=O)nc2sc(CC)cc2c1=O | 0.9 | nt
COCc1cc([C@@H]2C[C@H]3CN(c4ccccc4)C(=O)[C@]34CCCN24)ccc1OC | -0.1 | 0.42
Cn1c(/C=C/N2CCOCC2)c(C(=O)c2ccc(Br)cc2)c(=O)n(C)c1=O | -0.5 | nt
COCCn1c(SCC(=O)c2c(N)n(C3CC3)c(=O)[nH]c2=O)nnc1-c1cccc(C)c1 | -1.2 | nt
O=C1CSC(=S)N1/N=C/C=C/c1ccccc1 | -1.8 | 1.5
Cc1ccc(N2C(=O)CSC2c2cccnc2)cc1F (stereo not given) | -1.4 | -0.98
CCOc1cccc(CN(C)CC2CCCN(CCc3ccc(Cl)cc3)C2)c1O (stereo not given) | 0.0 | -7.3*
O=[N+]([O-])/C=C/c1cn(Cc2ccc(F)cc2)c2ccccc12 | -1.2 | -0.69
CCOc1cc(N2CCOCC2)c(OCC)cc1NC(=O)c1cc(S(=O)(=O)N2CCOCC2)ccc1F | -1.5 | nt
O=C(O)c1ccc(Cl)c(NCc2ccncc2)c1 | nt | -0.79
Cn1ccnc1C(O)c1cccc(OCc2ccccc2)c1 (stereo not given) | -0.1 | -0.5
O=C(COC(=O)CSc1ccc(F)cc1)NCCCc1ccccc1 | 0.3 | -0.81
CCCCNC(=NCc1cccc(C(F)(F)F)c1)Nc1ccccc1 | -2.3 | -2.6
Cc1cnc([N+](=O)[O-])n1CCOC(=O)c1cccc(F)c1 | -1.0 | -0.05
COc1ccccc1C(=O)Nc1ccc(NC(=O)C2CCCCC2)nc1 | 2.4 | 0.25
N#CCCn1nc(-c2ccccc2)cc1Nc1ccccc1NC(=O)c1cccs1 | -1.7 | 0.59
Cc1cc(=O)n2nc(N3CCC(C(=O)NCc4cccnc4)CC3)sc2n1 | -0.2 | 0.06
COc1ccc(Cl)cc1N1C(=O)C2CCCN2C1c1sccc1C (stereo not given) | -1.1 | 1.5
c1cc2cc(-c3c(-c4ccc5c(c4)OCO5)noc3-c3ccsc3)ccc2[nH]1 | -1.0 | 0.5
COc1cc(CC(=O)NCCc2ccc(S(N)(=O)=O)cc2)cc(OC)c1OC | -0.9 | 0.76
Cc1ccc(C(=O)NNC(=O)OC(C)(C)C)c(Cl)c1 | 1.2 | 2.5
COC(=O)c1ccc(/C=N/NC(=S)NC(C)C)cc1 | 0.8 | -0.34
Fc1ccc2[nH]c3c(Cl)ncnc3c2c1 | 2.1 | -1.3
CCC1CCCCN1CCCNC(=O)C1CCCN(c2ncnc3c2nc2n3CCCCC2)C1 (stereo not given) | 3.1 | 0.51
c1cc2ccc3ccc(CN4CCOCC4)c4ccc(c1)c2c34 | -1.8 | 0.31
CCOC(=O)C1(CCCc2ccccc2)CCN(C(=O)CCn2cncn2)CC1 | 0.1 | 0.55
COc1ccc(C(CC(=O)Nc2ccccn2)N2Cc3ccccc3C2=O)cc1 (stereo not given) | 0.1 | 0.46
CC1(C)CC(CCNC(=O)CCl)(c2ccccc2)CCO1 (stereo not given) | 8.4 | 0
Cc1nnc(SCC(=O)NCC(=O)Nc2ccc(F)c(F)c2F)n1N | -1.8 | nt
Oc1ccc(N=Nc2ccccc2)cc1 | 1.0 | 1.4
CCCCOc1c(Cl)cc(C(=O)N(C)CC(=O)Nc2ccc(N3CCOCC3)cc2)cc1OCC | -0.5 | -0.68
C/C(NCCN1CCOCC1)=C(\C#N)C(N)=O | 2.0 | 0.03
CN(CC(=O)Nc1c(Cl)cccc1Cl)C(=O)c1cccc(-n2cccc2)c1 | -1.4 | -1.7
c1ccc(-c2nc(C3CCCCC3)c3sccc3n2)cc1 | -1.1 | -0.5
O=C(O)c1c2c(nc3ccccc13)CCCCC2 | -1.2 | -0.75
C/C(CC(=O)NCc1ccc(Cl)cc1)=N\NC(=O)Cc1ccccc1 | -2.6 | -0.23
COC(=O)c1sc(NC(=O)c2ccncc2)nc1C | 1.6 | 0.64
O=C(C[n+]1cccc(Br)c1)c1ccccc1 | -1.3 | 1.1
COc1cc(C=O)ccc1OCCOCCOc1ccc(Cl)cc1Cl | -3.4 | -1.2
COC(=O)c1c(N)sc(C(C)=O)c1C | -0.1 | 0.61
CC(=O)N1CCN(C(=S)NC(=O)c2ccc(F)cc2)CC1 | -0.3 | nt

# A different layout for two compounds above:
> c1ccc(-c2nc(C3CCCCC3)c3sccc3n2)cc1
  STK33 kinase inh: -1.1; Kir21 block: -0.5
> O=C(O)c1c2c(nc3ccccc13)CCCCC2
  STK33 kinase inh: -1.2; Kir21 block: -0.75

# More structures follow.
Structure | STK33 kinase inh | Kir21 block
CC(C)C(=O)NCC(c1cccs1)S(=O)(=O)c1ccc(F)cc1 (stereo not given) | 0.2 | 1.4
CCCCC(=O)NNC(=O)CC(=O)Nc1ccccc1C(=O)O | -1.8 | 0.29
O=C(CSc1nnnn1-c1ccc(Cl)cc1)N1CCc2ccccc2C1 | -1.7 | 1.8
CCOC(=O)c1c(CNc2ccncc2)n(C)c2cc(Br)c(O)cc12 | -0.4 | -0.41
O=C(NCCc1ccc(F)cc1)c1n[nH]c2ccccc12 | 0.0 | 0.6
Cc1cc(NC(=O)COC(=O)C2CCN(S(=O)(=O)c3cccc(Cl)c3Cl)CC2)no1 | 0.2 | 3.1
c1ccc(CC2CCCNC2)cc1 (stereo not given) | -1.7 | -0.17
COc1ccccc1N(CC(=O)NCCSCc1cccc(C)c1)S(=O)(=O)c1ccccc1 | -0.8 | 0.02
O=C(NC(Cc1ccccc1)C(=O)O)/C(=C/c1ccco1)NC(=O)c1cccc(Br)c1 (stereo not given) | 0.5 | 0.44
Cc1cc(C)nc(SCC(=O)NN=Cc2ccc(C)o2)n1 | -1.0 | nt
COc1ccc(S(=O)(=O)NCc2ccccc2)cc1 | 0.1 | 0.35
COc1ccccc1NS(=O)(=O)c1cccc(C(=O)N/N=C(\C)c2cccnc2)c1 | 0.2 | nt
COc1cc(/C=C/C(=O)N2CCN(c3ccccn3)CC2)cc(OC)c1OC | -0.5 | 0.84
O=C(CCCN1C(=O)c2ccccc2C1=O)OC1CSCC1NC(=O)c1ccccc1 (stereo not given) | -1.4 | -2.1
Cc1c(NC(=O)Nc2cc(F)c(F)cc2Cl)c(=O)n(-c2ccccc2)n1C | -0.4 | 1.2
CCOC(=O)N1CCN(C(=O)CSc2ccccc2)CC1 | -4.0 | -0.33
O=C(O)Cn1cccc1C(=O)c1ccccc1 | -0.6 | 0.67
CC(C)NS(=O)(=O)c1ccc(NC(=O)C2CC3C=CC2C3)cc1 (stereo not given) | -0.6 | -4.4e-16
Cc1nc2nc(C)c(NS(=O)(=O)c3ccc(C(C)(C)C)cc3)c(=O)n2[nH]1 | -0.5 | 1.1
CCOC(=O)c1cnc(SC2CC(=O)N(c3ccc(C)cc3)C2=O)nc1N (stereo not given) | 0.4 | -0.92
COc1ccccc1CNC(=O)c1c(N)n(CCCN2CCOCC2)c2nc3ccccc3nc12 | nt | -0.4
Cc1occc1-c1nnc(SCC(=O)N2CCN(c3ccccc3F)CC2)n1C | -0.9 | -2.3
C#CC1(NC(=O)NC(C)(C)C)CCCCC1 | -1.8 | 0.12
COc1ccc(N(CC(=O)Nc2ccc(C)cn2)S(=O)(=O)c2c(C)noc2C)cc1 | -4.2 | -1.3

# Part of the list above, with each value named:
Cc1nc2nc(C)c(NS(=O)(=O)c3ccc(C(C)(C)C)cc3)c(=O)n2[nH]1
  STK33 kinase inh = -0.5
  Kir21 block = 1.1
CCOC(=O)c1cnc(SC2CC(=O)N(c3ccc(C)cc3)C2=O)nc1N (stereo not given)
  STK33 kinase inh = 0.4
  Kir21 block = -0.92
COc1ccccc1CNC(=O)c1c(N)n(CCCN2CCOCC2)c2nc3ccccc3nc12
  STK33 kinase inh = nt
  Kir21 block = -0.4
Cc1occc1-c1nnc(SCC(=O)N2CCN(c3ccccc3F)CC2)n1C
  STK33 kinase inh = -0.9
  Kir21 block = -2.3

# Additional compounds.
Structure | STK33 kinase inh | Kir21 block
COc1ccc(C)cc1Nc1n[n+](-c2ccccc2)c(-c2ccc(N(C)C)cc2)s1 | -0.2 | -1.1
Cc1cc2c3c(c1)C(C)CC(C)(C)N3C(=O)C2=C(C#N)C#N (stereo not given) | -2.0 | 0.82
COc1ccccc1S(=O)Cc1ccc(C(=O)NCc2ccccc2Cl)o1 (stereo not given) | 2.1 | -0.23
COc1ccc(Cl)cc1NC(=O)CCCC(=O)c1ccccc1 | -0.5 | -0.15
CCOC(=O)N=S(N)(=O)c1ccccc1 (stereo not given) | -0.5 | -0.14
Cc1ccsc1CN(C(=O)c1ccccc1)C1CCS(=O)(=O)C1 (stereo not given) | -2.0 | 0.01
Cc1cc(CNC(=O)c2cccc([N+](=O)[O-])c2)c2ccccc2n1 | 0.1 | -0.03
CCCNC(=O)C(=O)Nc1ccc(N(C)C)cc1 | -0.8 | 0.3
COc1ccc(C(=O)N2CCCC2)cc1S(=O)(=O)N1CCC(C)CC1 | -1.1 | -0.25
COc1ccccc1-n1c(C)cc(C=O)c1C | -1.1 | -2.7
CC(=Nc1ccc(C)c(C)c1)C1=C(O)CSC1=O | -0.4 | 0.18
O=C(Nc1ncc(Cc2cc(Cl)ccc2Cl)s1)c1ccc([N+](=O)[O-])cc1 | -1.1 | 0.03
COC(=O)C1=C(C)NC(=S)NC1/C=C/c1ccccc1 (stereo not given) | 0.7 | -0.05
N#Cc1ccc(Cl)cc1NC(=O)COC(=O)c1cccc(S(=O)(=O)N2CCOCC2)c1 | -0.9 | nt
COc1cccc(-c2c(C(=O)N/N=C/c3cccnc3)nnn2-c2nonc2N)c1 | -0.2 | 1.1
CCOC(=O)CSc1nc2ccc(N3CCOCC3)cc2c(=O)n1Cc1ccccc1 | -1.4 | 0.03
Cc1ccc(S(=O)(=O)N2CC3CCCN3c3ccc(C(F)(F)F)cc32)cc1 (stereo not given) | -0.6 | -2.3
CCN(CC)C(=O)c1cc2cc([N+](=O)[O-])ccc2s1 | -1.1 | -0.15
COc1ccc(S(=O)(=O)Cc2ccc(C(=O)N3CCN(c4ccccc4F)CC3)o2)cc1 | -1.1 | -1.6
Cc1cc(NC(=O)c2cc(-c3ccccc3C)nc3ccccc23)no1 | -0.7 | 0.36
N#Cc1cn(-c2cccc(C(F)(F)F)c2)c(=O)[nH]c1=O | -0.7 | 0.02
O=C(Nc1ccc2c(c1)CCC2)c1cc(F)cc(F)c1 | 0.1 | nt
CC(CCCC(C)(C)O)NC(=O)c1ccc2oc(CCc3ccccc3)nc2c1 (stereo not given) | -0.5 | 1.4
O=C(ONC1=NCCCCC1)c1cccc([N+](=O)[O-])c1 | -1.5 | -0.03
CCC(C)n1c(SC(C)C#N)nc2ccccc2c1=O (stereo not given) | 1.4 | -3.8
CC1Sc2ccc(C(=O)NCc3ccccc3Cl)cc2NC1=O (stereo not given) | -0.8 | nt
Cc1c(C(=O)C(=O)NCc2ccco2)c2ccccc2n1C | -0.4 | -0.78
O=C(O)c1ccc(CSc2nnnn2-c2ccc(F)cc2)cc1 | -1.5 | 0.17
COCCN(CC(=O)Nc1ccccc1C(F)(F)F)C(=O)/C=C/c1ccc2ccccc2n1 | -0.1 | nt
CCCCn1c(N)c(N(CC)C(=O)Cc2ccc(S(=O)(=O)N3CCOCC3)s2)c(=O)[nH]c1=O | -1.8 | 0.5
O=C(Nc1ccc2c(c1)OCO2)c1cnc2n(c1=O)CCS2 | 3.2 | -0.53
CC1CCC(C(C)C)C(OCC(O)C[N+]2(C)CCCCC2)C1 (stereo not given) | -0.6 | -0.02
COc1ccccc1NC(=O)NCC1CC1(Cl)Cl (stereo not given) | -0.2 | 0.5
Cc1cccc(NC2=C(NCCO)C(=O)c3ccccc3C2=O)c1 | 6.2 | -0.04
O=C(C1CCN(S(=O)(=O)c2ccc(Cl)c(C(F)(F)F)c2)CC1)N1CCC1 | -0.1 | nt
COc1ccc(/C=N/NC(=O)c2nc(Cl)c(Cl)c(N)c2Cl)cc1COc1ccccc1F | -0.7 | -3.7
CCc1ccc([C@@H]2C[C@H]3CN(Cc4ccccc4OC)C(=O)[C@]34CCCN24)cc1 | -1.3 | -0.09
CCOc1ccc(-n2nc3c(=S)[nH]nc(C)c3c2C)cc1 | -0.8 | 1.4
